VEEV TC-83 Vero: inhibitors of VEEV TC-83 cytopathic effect, confirmation, Vero cells (AID 588727); Vero cells, VEEV TC-83 cytopathic effect inhibition; higher % means a stronger effect; 0.13% of 350,000 active; inhibition, % at 20 µM, or IC50 in µM where a hit was titrated; in the data active = a potency from the dose series; inconclusive = inhibition mostly from about 14% at the one dose, without a potency; inactive = the rest, 99 in 100 with inhibition below about 12%; note: strong numbers were not always called active
H37Rv inhibition: M. tuberculosis growth inhibition, HTS (AID 449762); M. tuberculosis H37Rv growth inhibition, 7H9 media; higher % means a stronger effect; inhibition, % at 25 µM; hits with a dose series show IC50 in µM; 0.59% of 330,000 active; in the data active = a potency from the dose series; inconclusive = inhibition above about 70% without an active follow-up result;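 note: bacterial growth assessed after seven days of incubation; strong numbers were not always called active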
PhoP GFP inhibition: PhoP regulon inhibitors, Salmonella typhi PhoP promoter GFP reporter, confirmatory (AID 1850). Salmonella Typhi PhoP-promoter GFP reporter, fluorescence, 4 h; higher % means a stronger effect. one-dose inhibition, % at 50 µM; IC50 in µM for titrated hits. 0.33% of 310,000 active; in the data active = a potency from the dose series; inconclusive = inhibition mostly from about 25% at the one dose, without a potency; inactive = the rest, 99 in 100 with inhibition below about 19%;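 note: 0% = induced wells with vehicle and 100% = uninduced wells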
tuberculosis growth: growth inhibition of non-replicating M. tuberculosis (AID 488890); Mycobacterium tuberculosis non-replicating, growth inhibition; higher % means a stronger effect; inhibition, % at 25 µM; hits with a dose series show IC50 in µM; 0.39% of 320,000 active; in the data active = a potency from the dose series; inconclusive = inhibition mostly from about 82% at the one dose, without a potency; inactive = the rest, 99 in 100 with inhibition below about 76%;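 note: plate controls were DMSO cells for no effect and high antibiotic wells for full effect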
H1N1 NS1A inhibition: H1N1 influenza NS1A inhibitors, functional cell based assay (AID 504329) | inhibition, % at 12.5 µM, or IC50 in µM where a hit was titrated | 0.3% of 340,000 active | NS1A functional cell-based assay, percent inhibition; higher % means a stronger effect; in the data active = a potency from the dose series; inconclusive = inhibition above about 27% without an active follow-up result; note: strong numbers were not always called active
VEEV TC-83 Vero 10K pilot screen: recorded beside VEEV TC-83 Vero, whose call it bears; inhibition, %; measured here: 10K pilot screen inhibition
Starred values were filed as active, the others as inactive; i = inactive; ? = inconclusive; . = not tested or not shown.

SMILES | VEEV TC-83 Vero | H37Rv inhibition | PhoP GFP inhibition | tuberculosis growth | H1N1 NS1A inhibition | others
CC(=O)NC1=NN(C(C)=O)C(C)(c2ccc(C)cc2)S1 (centres undefined) | 0.1% | -2.8% | -0.2% | -31.4% | -3.2%
Cc1cc(C)cc(NC(=O)NCc2ccccn2)c1 | 0.7% | -14.8% | -2.8% | 0.0% | 5.5%
CC(C)c1ccc(N(C(=O)c2snc(C(N)=O)c2N)C(C(=O)NC2CCCC2)c2ccncc2)cc1 (centres undefined) | 1.6% | 4.7% | 6.3% | 15.7% | 7.4%
COc1cc(NS(=O)(=O)c2cn(C)cn2)cc(OC)c1OC | 1.3% | -0.4% | -5.9% | 4.7% | 11.2%
CCOc1ccc(N2C(=O)c3ccc(C(=O)OCC(=O)N(CC)C4CCS(=O)(=O)C4)cc3C2=O)cc1 (centres undefined) | 1.3% | ? | -13.6% | 7.7% | 9.1%
O=C(Nc1ccccc1)c1ccccc1O | i | -12.7% | -1.1% | 7.3% | -0.4%
Cc1cc(Cl)ccc1OCC(=O)N[C@@H](Cc1ccccc1)c1nc2ccccc2[nH]1 | 0.3% | -7.0% | 12.9% | 19.7% | 0.5%
Cc1ccc(CNC(=O)C2CCN(C(=O)Nc3ccc(C)cc3)CC2)cc1 | i | . | . | . | -0.3%
CCOc1ccccc1OCCCC(=O)Nc1nc2ccccc2[nH]1 | 1.4% | -7.0% | -4.3% | 12.7% | 6.2%
C=CCC1(CC=C)CCCN1C(=O)c1cc(COc2ccccc2SC)on1 | 2.8% | 9.2% | -4.7% | 45.7% | -9.0%

A run of entries taken from the entries so far, for reference:
SMILES | VEEV TC-83 Vero | H37Rv inhibition | PhoP GFP inhibition | tuberculosis growth | H1N1 NS1A inhibition | others
Cc1ccc(CNC(=O)C2CCN(C(=O)Nc3ccc(C)cc3)CC2)cc1 | i | . | . | . | -0.3%
CCOc1ccccc1OCCCC(=O)Nc1nc2ccccc2[nH]1 | 1.4% | -7.0% | -4.3% | 12.7% | 6.2%
C=CCC1(CC=C)CCCN1C(=O)c1cc(COc2ccccc2SC)on1 | 2.8% | 9.2% | -4.7% | 45.7% | -9.0%

Continuation:
SMILES | VEEV TC-83 Vero | H37Rv inhibition | PhoP GFP inhibition | tuberculosis growth | H1N1 NS1A inhibition | others
Brc1cc2c(cc1CN1CCN(c3ccccc3)CC1)OCCO2 | 9.5% | 4.6% | 10.3% | 4.0% | 12.4%
CC(C)(C)C1(C)OC(C(=O)NC2CCCCC2)C(C(=O)NC2CCCCC2)O1 (centres undefined) | 1.0% | 14.1% | 5.3% | 29.5% | 7.3%
CC1(C)CC2CC(C)(CN2S(=O)(=O)c2ccc(C(=O)Nc3cc(S(=O)(=O)N4CCOCC4)ccc3Cl)cc2)C1 (centres undefined) | i | 1.5% | -9.7% | 10.1% | -6.0%
Cn1c(N/N=C/c2ccccc2)nc2sc3c(c2c1=O)CCC3 | 1.0% | -2.4% | -3.6% | 6.7% | 1.7%
Cc1nc([N+](=O)[O-])cn1CC(=O)c1ccc(Cl)cc1 | i | 2.4% | -6.5% | . | -2.2%
CC(=O)OCC(=O)C1(O)CCC2C3CC(C)C4=CC(=O)C=CC4(C)C3(F)C(O)CC21C (centres undefined) | 0.1% | . | . | . | 2.4%
CC(C)c1ccc(NC(=O)CCNS(=O)(=O)c2cccc3nsnc23)cc1 | 0.5% | 2.1% | 9.1% | -0.2% | -7.5%
CCc1ccc(N2C(=O)c3cc(N4CCOCC4)c([N+](=O)[O-])cc3C2=O)cc1 | . | -6.7% | -3.6% | 1.1% | .
O=C(CN(C(=O)CCC(=O)Nc1ccccn1)c1cccc(F)c1)NCc1ccc(F)cc1 | 0.2% | 1.4% | 3.8% | -8.3% | -4.8%
O=C(NCCCN1CCCC1=O)c1cccc(S(=O)(=O)N2CCN(c3ccc(F)cc3)CC2)c1 | i | 3.0% | -1.0% | -1.6% | 1.0%

Filtered by structure: those above containing four or more nitrogen atoms (5)
SMILES | VEEV TC-83 Vero | H37Rv inhibition | PhoP GFP inhibition | tuberculosis growth | H1N1 NS1A inhibition | others
CC(C)c1ccc(N(C(=O)c2snc(C(N)=O)c2N)C(C(=O)NC2CCCC2)c2ccncc2)cc1 (centres undefined) | 1.6% | 4.7% | 6.3% | 15.7% | 7.4%
Cn1c(N/N=C/c2ccccc2)nc2sc3c(c2c1=O)CCC3 | 1.0% | -2.4% | -3.6% | 6.7% | 1.7%
CC(C)c1ccc(NC(=O)CCNS(=O)(=O)c2cccc3nsnc23)cc1 | 0.5% | 2.1% | 9.1% | -0.2% | -7.5%
O=C(CN(C(=O)CCC(=O)Nc1ccccn1)c1cccc(F)c1)NCc1ccc(F)cc1 | 0.2% | 1.4% | 3.8% | -8.3% | -4.8%
O=C(NCCCN1CCCC1=O)c1cccc(S(=O)(=O)N2CCN(c3ccc(F)cc3)CC2)c1 | i | 3.0% | -1.0% | -1.6% | 1.0%

(continued)
SMILES | VEEV TC-83 Vero | H37Rv inhibition | PhoP GFP inhibition | tuberculosis growth | H1N1 NS1A inhibition | others
CC(O)C1C(=O)OC2(C)CC(C)(C)NC(=S)N12 (centres undefined) | 1.5% | 1.6% | -3.5% | -12.5% | 9.9%
COCCCNC(=O)CSc1nc2ccc(N3CCOCC3)cc2c(=O)n1CCc1ccccc1 | 4.2% | 0.2% | 5.0% | -2.4% | -0.9%
Cc1cc(-c2nnc(SCC(=O)Nc3ccccc3C)n2N)n[nH]1 | 0.8% | 0.0% | 0.9% | 15.1% | 7.3%
O=S1(=O)CC/C(=N\Nc2ccccc2)c2ccsc21 | 1.3% | 17.6% | 6.9% | 35.0% | -0.7%
CCc1ccc(-c2nn(-c3ccccc3)cc2C2SCC(=O)N2Cc2ccco2)cc1 (centres undefined) | 2.9% | 1.6% | -3.0% | 15.2% | -3.3%
C/C(=N/NS(=O)(=O)c1ccc(C)cc1)c1ccc(NC(=O)C(F)(F)F)cc1 | 2.1% | -4.6% | 11.9% | -7.5% | -6.4%
CN(C)S(=O)(=O)c1cccc(NC(=O)COC(=O)c2cn(-c3ccccc3)nc2-c2ccccc2)c1 | 5.9% | 13.7% | -9.5% | 20.8% | -3.5%
N#Cc1ccc(CN2CCN(c3ccc(S(=O)(=O)N4CCCC4)cn3)CC2)cc1 | 3.0% | -9.9% | . | -4.5% | -7.9%
CCOc1ccc(N2C(=O)CC(Sc3nc(-c4cccs4)cc(C(F)(F)F)c3C#N)C2=O)cc1 (centres undefined) | 4.0% | 69.5% | 4.8% | 14.2% | -22.8%
O=C(/C=C/c1cccc([N+](=O)[O-])c1)N1CCN(c2ccccc2F)CC1 | 0.6% | -7.6% | -5.4% | 62.1% | -10.7%
CC(C(=O)Nc1ccccn1)N1C(=O)c2ccccc2S1(=O)=O (centres undefined) | 0.0% | -5.0% | 9.0% | -2.2% | -9.7%
O=C(c1ccc(Cl)cc1)N1CCc2c([nH]c3ccccc23)C1C(F)(F)F (centres undefined) | 3.5% | -4.9% | -4.0% | -1.6% | 11.8%
CCN1CCN(c2cc(C)c3cc(NC(=O)c4ccc(OC)c(OC)c4)ccc3n2)CC1 | 8.6% | -2.6% | -1.5% | . | 6.0%
Cc1c(NC(=O)c2ccco2)cccc1-c1nc2cccnc2s1 | 9.2% | -8.4% | 0.1% | 27.6% | 1.1%
CC(Cl)C(=O)c1ccc2c(c1)CCN2C(=O)C1CC1 (centres undefined) | 7.4% | ? | -0.9% | 79.3% | 6.2%
Cc1ccccc1C(=O)Nc1c2c(nn1C(C)(C)C)CS(=O)(=O)C2 | 2.6% | -19.5% | -4.6% | -15.6% | 19.4%
Clc1ccc(OCc2nc(-c3ccccn3)no2)c(Br)c1 | i | -4.5% | -6.8% | . | -2.5%
Cc1nc(C)c(C(=O)Nc2cccc(C)c2C)o1 | 0.1% | -2.1% | . | . | 0.4%
CCN(CC)CCOc1ncnc2c1oc1ccccc12 | 1.2% | 12.6% | 6.7% | 2.8% | -1.7% | VEEV TC-83 Vero 10K pilot screen=0.5
COC(=O)[C@]1(Cc2ccccc2)N[C@H](CN(C)S(=O)(=O)c2ccc(-c3ccccc3)cc2)[C@@H]2C(=O)N(Cc3ccccc3)C(=O)[C@@H]21 | 1.1% | 2.1% | . | -7.1% | 17.0%
CN(C)CC#CCC(O)(c1ccccc1)C1CCCCC1 (centres undefined) | 0.3% | 2.4% | 4.9% | 6.3% | -4.5%
Cc1ccc(C(=O)NNC(=O)CCOc2cccc(C)c2)cc1 | 1.5% | -4.3% | . | 25.4% | -3.6%
C[C@@H](Oc1ccccc1)c1nnn(Cc2ccccc2)c1-c1c([C@@H](C)Oc2ccccc2)nnn1Cc1ccccc1 | . | 6.8% | 10.6% | 0.7% | .
Cc1ccc(-c2c(C(=O)NNC(=S)NCC3CCCO3)csc2C)cc1 (centres undefined) | 2.7% | 0.0% | -21.0% | -14.1% | -2.0%
Cc1c(Cl)c([N+](=O)[O-])nn1Cc1ccc(C(=O)Nc2ccc(Cl)cn2)o1 | 0.8% | ? | -19.0% | ? | -1.4%
COc1ccc2c(c1)c(CC(=O)Nc1ccc(C)cc1)c(C)n2C(=O)c1ccc(Cl)cc1 | i | 1.2% | -8.1% | 8.0% | -3.4%
O=C(Nc1nccs1)NC1CCCCC1 | i | -13.7% | -5.5% | 3.8% | -1.7%
O=C(NCc1ccc(F)cc1)C(c1ccccc1)N(CC1CCCO1)C(=O)Cn1nnc2ccccc21 (centres undefined) | 6.5% | -4.2% | -8.7% | -4.3% | -6.3%
CN(c1ccc(F)cc1)S(=O)(=O)c1ccc(Cl)c(C(=O)Nc2ccncc2)c1 | 1.1% | 8.7% | -3.6% | -1.0% | -7.9%
O=C1CCCCCN1Cc1nnc(SCc2nc3ccccc3s2)n1-c1ccccn1 | 4.4% | 4.2% | -0.7% | 10.7% | -10.0%
CCC(COC(=O)Nc1cccc(C)c1C)NC(=O)OCC(C)C (centres undefined) | 2.9% | -1.9% | -7.0% | 19.2% | 22.9%
CC(=O)OCC(=O)Nc1ccccc1C | 0.1% | -6.2% | -1.1% | -7.0% | -9.8%
CCOc1ccc(OCCCC(=O)N2CCN(S(=O)(=O)c3ccccc3C#N)CC2)cc1 | 1.6% | -4.8% | . | 19.8% | -2.8%
S=C(NCC1CCCO1)Nc1ccc(Cl)c(Cl)c1 (centres undefined) | 1.2% | 6.1% | -6.3% | ? | 11.1%
O=C(NCc1ccc(F)cc1)C(c1ccco1)N(C(=O)c1csnn1)c1ccccc1 (centres undefined) | 2.1% | 0.5% | 5.9% | -0.9% | -8.7%
CCOC(=O)c1sc(NC(=O)CCN2CCCCCC2)c(C(=O)OCC)c1C | 6.9% | 6.7% | -5.9% | ? | 0.8%
Cc1ccc(Cl)cc1NC(=S)NN | 0.6% | ? | 2.5% | 57.9% | .
CCO[C@@H]1OC(C(=O)N2CCN(Cc3ccccc3)CC2)=C[C@H](c2csc3ccccc23)[C@H]1CCCO | 2.1% | 45.4% | 1.9% | 22.4% | 6.9%
COc1cccc(CN(C)CC2CCCN(CCc3ccccc3C)C2)c1 (centres undefined) | 10.3% | 5.9% | 6.5% | 29.9% | 4.5%
O=S(=O)(c1cnc(Cl)c(Br)c1)N1CCN(c2ncccn2)CC1 | 0.9% | 1.8% | -9.8% | 3.9% | -4.5%
O=[N+]([O-])c1ccccc1CN1CCN(Cc2ccc3ccccc3c2)CC1 | i | 2.9% | -4.6% | 38.7% | 4.6%
COc1ccc(C(C(=O)NC2CCCC2)N(C(=O)c2ccoc2C)c2ccc(C)c(C)c2)cc1 (centres undefined) | i | -6.1% | -6.3% | -20.3% | -4.4%
Cc1ccc(C(=O)N/C(=C\c2ccco2)C(=O)NCCCN2CCOCC2)cc1C | 0.8% | 0.1% | 6.5% | -6.9% | 4.1%
O=C(CSc1nnc(Cc2ccccc2)o1)Nc1ccc2c(c1)OCO2 | 0.4% | 49.5% | -22.3% | 64.0% | 4.4%
CCc1nnc(NC(=O)c2sc3nc4c(cc3c2N)CCCCC4)s1 | 10.2% | 57.5% | 3.0% | 41.2% | -8.9%
O=C(NCCO)/C(=C\c1ccco1)NC(=O)c1ccco1 | i | -1.6% | 3.6% | -21.9% | -1.5%
CN(CC(=O)Nc1ccccc1Cl)C(=O)COC(=O)c1ccc(C(F)(F)F)cc1 | 1.9% | -7.5% | . | 43.3% | 6.3%
CC(C)CC1NC(=O)c2ccccc2-n2c1nc1ccc(F)cc1c2=O (centres undefined) | . | -6.9% | . | 1.7% | .
Cn1c(-c2ccc(F)cc2)cnc1SCC(=O)Nc1ccccc1N1CCOCC1 | 3.1% | -4.1% | -1.4% | 9.5% | 10.7% | VEEV TC-83 Vero 10K pilot screen=1.5
CC1CCCCC1NC(=O)CN1C(=O)COc2ccccc21 (centres undefined) | 0.9% | -5.8% | -1.7% | -7.2% | 2.5%
